Source: PubChem
miR-122 sensor: miR-122 inhibition in Huh7 cells; Huh7 miR-122 Renilla luciferase sensor, 48 h; neutral wells = 0, positive control = 100; activation (reporter increase), % at 12.5 µM; 0.3% of 340,000 active; AID 602342;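 active means mean replicate activation score at least 90 and every replicate individually at or above 90; inconclusive means only one of the two criteria met; inactive means neither criterion met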;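 further: higher luciferase means less miR-122 activity so hits act as miR-122 inhibitors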
SIRT5 block: sirtuin-5 (human) deacylase inhibition | 1.1% of 330,000 active | inhibition, % at 15 µM | Purified SirT5, succinyl-peptide AMC, trypsin-coupled fluorescence; in the data active means inhibition above about 15%; inconclusive means no clear call, values can overlap the other calls
Target sequence (Q9NXA8 whole entry, looked up): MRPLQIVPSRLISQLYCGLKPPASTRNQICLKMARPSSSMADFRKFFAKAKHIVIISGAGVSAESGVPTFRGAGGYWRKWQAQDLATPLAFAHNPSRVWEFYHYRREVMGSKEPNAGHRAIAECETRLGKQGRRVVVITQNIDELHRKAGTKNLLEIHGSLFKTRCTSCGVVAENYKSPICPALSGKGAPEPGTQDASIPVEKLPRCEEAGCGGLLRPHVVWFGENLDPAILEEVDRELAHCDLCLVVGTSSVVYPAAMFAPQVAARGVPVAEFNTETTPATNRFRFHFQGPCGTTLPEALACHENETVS
ERAP1 inh: inhibitors of human ERAP1 aminopeptidase. Q9NZ08. recombinant ERAP1, Leu-AMC fluorescence, 60 min. inhibition, % at 10.7 µM. 0.15% of 340,000 active;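 active means mean replicate inhibition of at least 30%, or all replicates individually reaching that 30% level; inactive means mean below 30% and not every replicate reaching it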;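 further: 0% = neutral control wells and 100% = L-leucinethiol positive control wells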
ERp5 inh: ERp5 (human) disulfide isomerase inhibition. Q15084. ERp5 insulin aggregation, absorbance 650 nm, 90 min. inhibition, % at 9.99 µM. 0.05% of 350,000 active. AID 651711;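 active means mean replicate inhibition above about 25%, with every replicate also reaching it, limit read from the data, passing the limit was not always enough; inconclusive means only one of those two criteria met; inactive means neither criterion met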
Target sequence (Q15084 whole entry, looked up): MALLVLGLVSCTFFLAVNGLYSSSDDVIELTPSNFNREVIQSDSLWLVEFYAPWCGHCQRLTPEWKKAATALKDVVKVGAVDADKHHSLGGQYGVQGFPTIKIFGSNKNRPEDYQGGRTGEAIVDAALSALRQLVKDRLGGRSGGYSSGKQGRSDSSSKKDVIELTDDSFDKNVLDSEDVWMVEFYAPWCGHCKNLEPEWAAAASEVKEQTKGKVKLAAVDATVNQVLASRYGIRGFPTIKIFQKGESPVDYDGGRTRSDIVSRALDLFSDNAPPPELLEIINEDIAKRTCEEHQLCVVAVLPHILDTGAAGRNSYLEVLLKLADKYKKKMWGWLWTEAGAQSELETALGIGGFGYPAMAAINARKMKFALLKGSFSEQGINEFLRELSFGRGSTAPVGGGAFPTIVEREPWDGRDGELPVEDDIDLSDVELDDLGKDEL
Casp6 inh: blocks human caspase-6 cleavage activity; purified caspase-6, Z-VEID-R110 cleavage fluorescence; inhibition, % at 12.5 µM; 0.53% of 350,000 active; P55212;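 active means mean inhibition across replicates at least about 35%, with every replicate also reaching that limit, limit read from the data; inconclusive means only one of the two criteria met; inactive means neither criterion met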;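 further: 0% = median of neutral control wells and 100% = no fluorescence left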
Target sequence (P55212 24-179 limits assumed): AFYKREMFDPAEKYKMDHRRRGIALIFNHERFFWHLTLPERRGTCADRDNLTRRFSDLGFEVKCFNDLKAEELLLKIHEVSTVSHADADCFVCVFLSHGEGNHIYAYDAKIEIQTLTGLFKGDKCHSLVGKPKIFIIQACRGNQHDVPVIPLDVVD
Target sequence (P55212 194-293 limits assumed): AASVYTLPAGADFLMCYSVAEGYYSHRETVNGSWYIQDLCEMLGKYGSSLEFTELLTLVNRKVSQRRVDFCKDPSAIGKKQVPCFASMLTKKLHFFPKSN
CFTR F508del cor: correctors of CFTR F508del function in bronchial epithelial cells; CFBE cells, YFP halide quenching; stimulated with forskolin plus potentiator P3; % fluorescence drop versus neutral controls; activity (quench increase), % at 7.58 µM; 0.36% of 350,000 active;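 active means mean added fluorescence quench of at least 8% versus neutral control, with both replicates also reaching 8%; inconclusive means only one of the mean or replicate conditions met; inactive means mean below 8% and not both replicates reaching 8%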;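 further: cells transiently co-express mutant CFTR-F508del with the halide-sensitive YFP; corrector assay measuring rescue of mutant channel to the surface after 24 h compound exposure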
DENV2 CPE rescue: DENV2-induced cell death inhibition | DENV2-infected cells, cytopathic effect rescue, plate reader | CPE inhibition, % at 9.99 µM | 1.7% of 350,000 active; in the data active means CPE inhibition above about 20%, passing the limit was not always enough; inconclusive means no clear call, values can overlap the other calls; tested in BHK-21 cells;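 further: 0% = median of neutral control wells and 100% = median of positive control wells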
An asterisk follows results filed as active; ? = inconclusive; · = no result given; & = joins results of further samples; [ ] = dose if it differs, or a comment.

SMILES	miR-122 sensor	SIRT5 block	ERAP1 inh	ERp5 inh	Casp6 inh	CFTR F508del cor	DENV2 CPE rescue
COc1ccccc1CNC(=O)CN1C(=O)N(C)C2(CCCCC2)C1=O	4	-12	-1	-1	1	-6.1	8
CCOC(=O)N/N=C/c1ccc(Oc2ccccc2)cc1	-5	-4	-1	-3	2	-0.9	3
CCNC(=O)Nc1ccc2c(c1)C(=O)N(C)[C@@H]1CC[C@@H](CC(=O)NC3CCCCC3)O[C@H]1CO2	68[16.7 µM]	0	0	0	2	-0.5	?
COc1ccc(CN(C)C[C@@H]2OCCCC[C@@H](C)Oc3ccc(NS(=O)(=O)c4ccc(OC)cc4)cc3C(=O)N([C@H](C)CO)C[C@@H]2C)cc1	0[16.7 µM]	·	·	·	·	0.2	7
O=C(c1ccc(COc2ccccc2Cl)o1)N1CCN(Cc2ccc3c(c2)OCO3)CC1	-6&-1	-2	-8	-4	-2	0.0	-4
CC(C)C1CC2=C(C(=O)OC(C)(C)O2)C(c2ccc(Cl)cc2)O1 (configuration not stated)	-1	0	-2	8	0	-1.8	-5
C[C@@H]1CN([C@H](C)CO)C(=O)c2cc(NS(=O)(=O)c3ccc(Cl)cc3)ccc2O[C@@H](C)CCCCO[C@H]1CN(C)Cc1ccc(Cl)c(Cl)c1	5[16.7 µM]	5	-3	-6	-6	-1.6	-9
COc1ccc(OC)c(NC(=O)CN2C(=O)C3(OCCCO3)c3ccccc32)c1	0	-2	1	-5	1	-0.2	-7
OC[C@H]1[C@@H](c2ccc(-c3ccc(F)cc3)cc2)[C@H]2CN(CCC(F)(F)F)CCCCN21	5[16.7 µM]	0	-1	6	1	-0.2	-13
C[C@H](CO)N1C[C@H](C)[C@@H](CN(C)C(=O)NC2CCCCC2)Oc2c(NC(=O)CCCCCC(=O)Nc3ccccc3N)cccc2C1=O	·	0	1	-2	3	0.4	?
CCCC#Cc1ccc(CC[C@H]2O[C@H]3CC[C@@H](CO)O[C@H]3C[C@@H]2n2cc(C(C)(C)O)nn2)cc1	·	-5	4	5	-3	0.4	-10
CCOC(=O)C1CCN(c2cc3c(cc2NC(=O)c2ccc(OC)c(OC)c2)n(C)c(=O)n3C)CC1	-5	-8	1	-2	3	-0.9	-10
NC(=O)c1ccc(NC(=O)C2COc3ccccc3O2)cc1 (configuration not stated)	-8	-1	0	-4	0	1.9	4
C[C@@H]1CCCCO[C@@H](CN(C)S(=O)(=O)c2ccccc2)[C@H](C)CN([C@@H](C)CO)C(=O)c2cc(NC(=O)Nc3ccc(F)cc3)ccc2O1	-4[16.7 µM]	0	-4	-1	-1	-5.0	-11
CCCN(C)C[C@@H]1Oc2cc(-c3cccc(C#N)c3)ccc2S(=O)(=O)N([C@@H](C)CO)C[C@@H]1C	-4[16.7 µM]	-11	-2	4	-3	-0.2	-2
CN(C(=O)/C=C/c1ccc(F)cc1)C1CCCCC1	-4	-1	·	1	2	2.7	0
Cc1ccccc1C(=O)NNC(=O)c1ccc2nc[nH]c2c1	·	-1	2	-1	11	-1.4	-1
CC(=O)c1sc(NC(=O)c2ccccc2F)nc1-c1ccccc1	·	0	-4	3	0	2.4	-5
CCCCN1C(=O)C(CC(=O)NC2CCCC2)CC(C(=O)N2CCCCCC2)=C1C (configuration not stated)	·	·	1	5	-1	1.9	-5
CCCCOC(=O)c1cccnc1	-2	-1	-1	4	-5	-1.7	-1
Cc1ccc(-c2nc(SCC(=O)NCC3CCCO3)c(-c3ccc(Cl)cc3)[nH]2)cc1 (configuration not stated)	·	0	1	4	-1	3.7	-2
CN(C)c1cccc(C(=O)N2CCCC(CCC(=O)NCc3ccccc3F)C2)c1 (configuration not stated)	-1	-1	0	1	4	0.4	1
Cc1cc(NC(=O)c2cccc(C)c2[N+](=O)[O-])no1	-4	-2	-1	2	-2	-1.7	-1
COc1ccc(CN(C)C(=S)Nc2ccc(OC(F)F)cc2)cc1	·	2	-16	-2	1	-2.1	2

Random excerpt: five entries already listed.
SMILES	miR-122 sensor	SIRT5 block	ERAP1 inh	ERp5 inh	Casp6 inh	CFTR F508del cor	DENV2 CPE rescue
CCCN(C)C[C@@H]1Oc2cc(-c3cccc(C#N)c3)ccc2S(=O)(=O)N([C@@H](C)CO)C[C@@H]1C	-4[16.7 µM]	-11	-2	4	-3	-0.2	-2
NC(=O)c1ccc(NC(=O)C2COc3ccccc3O2)cc1 (configuration not stated)	-8	-1	0	-4	0	1.9	4
CN(C(=O)/C=C/c1ccc(F)cc1)C1CCCCC1	-4	-1	·	1	2	2.7	0
CN(C)c1cccc(C(=O)N2CCCC(CCC(=O)NCc3ccccc3F)C2)c1 (configuration not stated)	-1	-1	0	1	4	0.4	1
Cc1cc(NC(=O)c2cccc(C)c2[N+](=O)[O-])no1	-4	-2	-1	2	-2	-1.7	-1

Next entries follow.
SMILES	miR-122 sensor	SIRT5 block	ERAP1 inh	ERp5 inh	Casp6 inh	CFTR F508del cor	DENV2 CPE rescue
C[C@H]1CN([C@@H](C)CO)C(=O)c2cc(NS(=O)(=O)c3ccccc3)ccc2O[C@@H]1CN(C)C(=O)NC1CCCCC1	7[16.7 µM]	6	0	-1	1	-3.0	-1
CCN(CC)c1ccc2cc(C(N)=O)c(=N)oc2c1	-3	1	0	3	-3	6.5	-2
CCCCOc1ccc(C(=O)Nc2ccc(C)cc2[N+](=O)[O-])cc1	·	-3	0	0	3	-0.4	-6
Cc1nc2cc(NS(=O)(=O)c3ccc(Br)cc3)ccc2n1C	·	3	-1	4	0	0.0	-2
CN(C#N)c1nccc(-c2cccs2)n1	0	-5	-2	3	0	0.7	-2
CN(C)CCCN(C(=O)COc1ccc(Cl)cc1)c1nc2cc3c(cc2s1)OCCO3	2	12	2	3	-19	0.5	0
Cc1ccc2[nH]c(-c3ccccc3)cc(=O)c2c1	51	·	·	1	·	10*	111*
Cc1cccc(NC(=S)NC2CC3C=CC2C3)c1 (configuration not stated)	28	·	-1	2	4	-2.3	-2
Cc1ccc(NC(=O)C2CCN(S(=O)(=O)c3ccccc3)CC2)cc1	-6	-1	-1	-1	-1	0.5	-4
Brc1ccc(C2=NC(Cc3ccccc3)CO2)cc1 (configuration not stated)	8	-6	-1	-3	3	-1.6	-8
CCc1cc(=O)oc2cc(C)cc(OCC(=O)C(C)(C)C)c12	·	-16	-2	-1	-1	0.6	4
COc1ccc(-n2c(=O)c(CCC(=O)N3CCN(c4cccc(OC)c4)CC3)nc3ccccc32)cc1	-8	1	-1	0	1	-1.5	1
Cc1cccc(NC(=O)C2C3CCCCC32)c1 (configuration not stated)	5	·	-3	1	0	2.0	0
CCCNC(=O)N1CC2(C1)CN(C(=O)NC1CCCC1)[C@@H](CO)c1[nH]c3cc(OC)ccc3c12	·	-2	2	·	0	-1.1	-14
CO/N=C\c1cc(C(=O)c2ccc(Cl)cc2Cl)cn1C	-2	-1	3	7	3	1.8	·
CC(NC(=O)c1ccco1)C12CC3CC(CC(C3)C1)C2 (configuration not stated)	·	-4	0	-11	-8	2.7	4
CC1CCN(C2=NC(=O)/C(=C/c3cccc(O)c3)S2)CC1	-6	-4	3	7	2	-0.8	1
Cc1ccc(NC(=O)C2CCCN2C(=O)c2cccs2)c(C)c1 (configuration not stated)	·	-2	56*	2	-4	1.6	-2
Cc1ccc(-c2cc(C(=O)NNC(=O)c3csc(N4CCOCC4)n3)c3ccccc3n2)cc1	-4	-2	0	3	2	1.5	9
CCS(=O)(=O)N1CCCC(C(=O)Oc2ccc(Br)cc2)C1 (configuration not stated)	·	1	-3	0	0	-7.4	-10
COC(=O)c1ccc(CO/N=C/c2ccc(OC)cc2)o1	·	1	2	-2	0	-2.6	-4
Cn1cnc(S(=O)(=O)N2C[C@H](O)COC[C@H]3O[C@@H](CC(=O)NC4CCCC4)CC[C@@H]32)c1	87[16.7 µM]	-1	-3	0	0	0.2	-17
CC1CN(c2nc3ccccn3c(=O)c2/C=C(\C#N)C(N)=O)CC(C)O1 (configuration not stated)	-2	-1	·	-2	-5	1.0	-3
CC1CCc2nn(CC(=O)NC3CCCC(C)C3C)cc2C1 (configuration not stated)	9	·	-1	-1	-12	1.2	1

2 compounds from above, showing only ERp5 inh and CFTR F508del cor:
| molecule | ERp5 inh | CFTR F508del cor |
| --- | --- | --- |
| COC(=O)c1ccc(CO/N=C/c2ccc(OC)cc2)o1 | -2 | -2.6 |
| Cn1cnc(S(=O)(=O)N2C[C@H](O)COC[C@H]3O[C@@H](CC(=O)NC4CCCC4)CC[C@@H]32)c1 | 0 | 0.2 |

(further entries)
SMILES	miR-122 sensor	SIRT5 block	ERAP1 inh	ERp5 inh	Casp6 inh	CFTR F508del cor	DENV2 CPE rescue
O=C(Cc1ccccc1)NN1C(=O)/C(=C/c2ccc(C(=O)O)cc2)SC1=S	5	-2	9	-1	69*	0.5	-5
CO[C@H]1CN(C)C(=O)c2ccc(NC(=O)C3CC3)cc2OC[C@H](C)N(CCc2ccccc2)C[C@@H]1C	·	6	-1	·	-1	-1.7	5
C[C@H]1CN([C@@H](C)CO)C(=O)c2cccc(NC(=O)Nc3ccc(C(F)(F)F)cc3)c2O[C@@H]1CN(C)C(=O)Nc1ccccc1	1[16.7 µM]	2	3	2	1	0.2	8
O=C(Nc1ccc(OC(F)(F)F)cc1)C1CCCN(C(=O)c2ccc(Cl)cc2)C1 (configuration not stated)	·	-6	-2	2	0	-0.4	11
COCCNC(=O)C[C@@H]1C[C@H]2c3cc(NC(=O)NC4CCCC4)ccc3O[C@H]2[C@H](CO)O1	-1[16.7 µM]	0	-1	1	1	0.2	1
CC1CCc2cc(F)ccc2N1C(=O)CSc1nnc2c(n1)[nH]c1ccc(F)cc12 (configuration not stated)	2	0	0	-2	-2	2.0	-1
COc1cccc(NC(=O)N2C[C@@H](O)COC[C@H]3O[C@@H](CC(=O)NC4Cc5ccccc5C4)CC[C@@H]32)c1	-5[16.7 µM]	0	-1	0	1	0.3	2
Cc1cc(C)cc(NC(=O)NCc2ccccn2)c1	3	0	-1	-16	-1	0.2	19
O=C(C[C@@H]1C=C[C@H](NC(=O)c2ccncc2)[C@@H](CO)O1)Nc1ccccc1	·	-2	2	-3	1	-3.0	1
CC1CCc2c(c3ccccc3n2C(=O)CCl)C1 (configuration not stated)	3	-2	1	-1	96*	-3.2	-6
Cc1ccc(C)c(S(=O)(=O)N=Nc2c(O)[nH]c3ccccc23)c1	·	-1	2	2	3	1.1	-3
O=C(COC(=O)CCC(=O)c1cccs1)NC1CC1	-1	-6	5	6	-6	-1.0	1
Cc1ccc(-c2cnc3c(c2)C(=O)N([C@H](C)CO)C[C@H](C)[C@@H](CN(C)Cc2ccccc2C(=O)O)O3)cc1	-9[16.7 µM]	-12	-4	-1	-2	-0.3	-2
O=S1(=O)[C@H]2C[C@H](CO)O[C@@]2(CO)CN1Cc1ccc(-c2cccc(Cl)c2)cc1	-4	0	·	2	0	4.9	-7
Cc1noc(C)c1COC(=O)[C@@H](NC(=O)c1ccccc1Cl)C(C)C	-2	-7	-3	-1	0	-0.6	·
O=c1c(C=NCCCO)c(-c2ccccc2)[nH]n1-c1nc2ccccc2s1	·	·	-5	-4	0	-0.4	10
Cc1c(Cl)ccc2c(C(=O)O)cc(-c3ccccc3)nc12	24	2	·	-1	5	0.6	-6
CCCC(=O)N1CCC2(CC1)CN[C@@H](CO)c1[nH]c3cc(OC)ccc3c12	·	-2	0	5	-1	-1.0	18
C[C@H]1CN([C@@H](C)CO)C(=O)c2cccc(NC(=O)CCCCCC(=O)Nc3ccccc3N)c2O[C@@H]1CN(C)C(=O)Nc1ccc(F)cc1	·	·	2	-6	-4	-1.2	-4
CC1=C(CCN2CCN(C(C)C)C(CCO)C2)C(C)(C)CCC1 (configuration not stated)	0	2	-1	4	11	-5.5	5
c1ccc(CNc2ncnc3nc[nH]c23)nc1	0	-3	-2	-1	1	-0.3	-1
COc1cc(OC)cc(C(=O)NC(C(=O)N2CCC2)C(C)C)c1 (configuration not stated)	-5	0	1	-8	-1	1.1	-4
COc1ccc(CNC(=O)COC(=O)c2[nH]c(C)c(C(C)=O)c2C)cc1OC	-4	0	6	-2	0	0.8	6
COC(=O)c1sccc1NC(=O)CSCCc1ccccn1	-13	-2	2	1	4	0.7	1
COc1ccc(S(=O)(=O)N2CCCCC2c2cc(C(=O)Nc3ccc4c(c3)OCO4)no2)cc1 (configuration not stated)	11	2	-1	4	1	-4.8	-5
CC(NC(=O)c1ccccc1N)c1ccccc1 (configuration not stated)	·	-5	-1	3	-1	-1.1	8
